# mIAP inh: inhibitors of mouse IAP, primary screen, biochemical, luminescence, uHTS; intestinal alkaline phosphatase [Mus musculus]; inhibition, % at 10 µM; 330,000 tested, 0.2% active; purified mouse IAP, CDP-Star luminescence, 30 min;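 active means inhibition of at least 40% at 10 µM in the primary screen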;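 further: plate controls were DMSO with enzyme for no effect and no enzyme wells for full effect; values of inactives mirror those of a sister screen read the other way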
# hIAP inh: human IAP inhibitors, primary screen, biochemical, luminescence, uHTS; Intestinal-type alkaline phosphatase (Homo sapiens), P09923; purified IAP, CDP-Star luminescence, 30 min; inhibition, % at 10 µM; 330,000 tested, 0.12% active; AID 2544, 2010;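 active means inhibition reaching a set limit with compound at 10 µM in the primary screen, cut at about 35% in these data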;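 further: plate controls were DMSO wells with enzyme for no effect and no-enzyme buffer wells for full effect; values of inactives mirror those of a sister screen read the other way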
# APOBEC3G inh: APOBEC3G DNA deaminase inhibitors, primary screen, biochemical, fluorescence, single-stranded DNA substrate, uHTS | recombinant A3G, ssDNA deamination FAM/TAMRA fluorescence | DNA dC->dU-editing enzyme APOBEC-3G (Homo sapiens), Q9HC16 | AID 493012, 2011 | 330,000 tested, 0.28% active | inhibition, % at 20 µM;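 active means inhibition of at least 40% at 20 µM, with no more than 30% in the related APOBEC3A deaminase screen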;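 further: plate controls were DMSO wells with A3G for no effect and wells lacking A3G enzyme for full effect; some compounds called inactive have numbers as strong as hits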
# Target sequence (Q9HC16 whole entry, looked up): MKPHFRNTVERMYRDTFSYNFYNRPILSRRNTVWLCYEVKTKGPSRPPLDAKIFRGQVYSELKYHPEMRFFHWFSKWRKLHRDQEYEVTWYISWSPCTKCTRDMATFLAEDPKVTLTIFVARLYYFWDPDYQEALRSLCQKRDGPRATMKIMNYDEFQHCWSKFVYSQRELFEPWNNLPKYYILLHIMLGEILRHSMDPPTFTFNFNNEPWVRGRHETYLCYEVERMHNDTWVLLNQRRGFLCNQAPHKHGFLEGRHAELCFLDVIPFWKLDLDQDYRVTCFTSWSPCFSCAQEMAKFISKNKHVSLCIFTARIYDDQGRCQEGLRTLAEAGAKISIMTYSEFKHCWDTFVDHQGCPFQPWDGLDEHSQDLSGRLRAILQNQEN
# SENP1 FRET inh: human SENP1 catalytic domain inhibitors, primary screen, biochemical, FRET, uHTS. recombinant SENP1 catalytic domain, CyPet-SUMO1-YPet FRET cleavage. inhibition, % at 10 µM. Sentrin-specific protease 1 (Homo sapiens), Q9P0U3. 360,000 tested, 0.21% active. AID 624204, 2012;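 active means inhibition at least 30% at 10 µM, raw YFP signal under a set limit, fluorescence ratio 0.5 to 1.5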;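 further: 0% = enzyme with DMSO and 100% = no enzyme wells; some results filed as inactive read as strong as hits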
# Target sequence (Q9P0U3 419-644 limits assumed): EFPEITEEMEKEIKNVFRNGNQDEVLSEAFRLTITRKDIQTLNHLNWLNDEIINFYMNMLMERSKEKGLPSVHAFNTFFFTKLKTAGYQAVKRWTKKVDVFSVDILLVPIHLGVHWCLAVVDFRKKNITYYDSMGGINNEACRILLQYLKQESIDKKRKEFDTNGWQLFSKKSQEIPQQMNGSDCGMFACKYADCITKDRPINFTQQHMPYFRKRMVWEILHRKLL
#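 Controls: no-enzyme wells low, DMSO-plus-enzyme wells high control. Test system: human recombinant His6-tagged SENP1 catalytic domain enzyme. Reagent: SFCypet-SUMO1-SFYpet FRET protein substrate, 25 nM final. Doses: one dose per compound, 10 µM, 0.5% DMSO. Detection: FRET, CFP and YFP emission. Timing: 50 min reaction at room temperature.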
# hIAP act: human IAP activators, primary screen, biochemical, luminescence, uHTS. activation factor at 10 µM. purified human IAP, CDP-Star luminescence, 30 min; hits give high values; 1 = vehicle-only enzyme, 0 = enzyme-free background. 330,000 tested, 0.16% active. Intestinal-type alkaline phosphatase (Homo sapiens), P09923;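 active means activation factor of the enzyme at least 2-fold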; further: the source names both 10 and 20 µM as test concentration; values of inactives mirror those of a sister screen read the other way
# APOBEC3A inh: APOBEC3A ssDNA deaminase inhibitors, primary screen, selectivity assay for APOBEC3G inhibitor project, biochemical, FAM/TAMRA oligo cleavage fluorescence. DNA dC->dU-editing enzyme APOBEC-3A (Homo sapiens), P31941. recombinant A3A, FAM/TAMRA ssDNA deamination fluorescence. inhibition, % at 20 µM. 330,000 tested, 0.41% active. AID 493011, 2011;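 active means at least 40% inhibition at 20 µM here, with at most 30% in a related deaminase screen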;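 further: plate controls were A3A with DMSO for no effect and wells lacking A3A enzyme for full effect; some results filed as inactive read as strong as hits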
# Target sequence (P31941 whole entry, looked up): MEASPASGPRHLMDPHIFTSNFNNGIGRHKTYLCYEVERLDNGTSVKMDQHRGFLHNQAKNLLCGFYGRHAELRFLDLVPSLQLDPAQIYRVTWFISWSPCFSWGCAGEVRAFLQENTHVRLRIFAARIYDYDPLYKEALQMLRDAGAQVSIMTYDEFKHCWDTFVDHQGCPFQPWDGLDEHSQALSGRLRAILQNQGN
# MIN6 prolif: inducers of MIN6 beta-cell proliferation, primary screen, ATP luminescence, uHTS | MIN6 cells proliferation, ATPlite luminescence, 48 h; cells starved in 0.2% serum; 100% = growth in 10% serum | 330,000 tested, 0.29% active | proliferation, % at 10 µM;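 active means compounds whose signal lies at least 3.5 SD above the mean of all wells on their plate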;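 further: 0% = DMSO-treated cells in low-serum medium and 100% = 10% serum control; some compounds called inactive have numbers as strong as hits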
# mIAP activ: activators of mouse IAP, primary screen, biochemical, luminescence, uHTS; 330,000 tested, 0.24% active; muIAP, CDP-Star luminescence, 30 min; hits give high values; 1 = vehicle-only enzyme signal, 0 = enzyme-free wells; intestinal alkaline phosphatase [Mus musculus]; activation factor at 10 µM; AID 2805, 2010;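 active means activation factor of at least 2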; further: the source names both 10 and 20 µM as test concentration; values of inactives mirror those of a sister screen read the other way
#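 System: Mouse IAP enzyme | Also added: CDP-Star substrate | Dosing: Compounds dispensed in DMSO | Schedule: 30 min enzyme-substrate-compound incubation at room temperature | Technique: Chemiluminescence readout | Control set: DMSO-only wells and no-enzyme negative control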
# NALP3 yeast inh: NALP3 inflammasome inhibitors in reconstituted yeast, primary screen, luminescence, uHTS | inhibition, % at 10 µM | Yeast reconstituted NLRP3/ASC/caspase-1, beta-gal luminescence, 24 h | 330,000 tested, 0.39% active;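 active means inhibition of 50% or more; inactive means inhibition below 50%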;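 further: plate controls were induced DMSO wells for no effect and uninduced yeast grown without galactose for full effect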
# Numbers without * were called inactive; . = not tested or not shown.
# Value order – mIAP inh	hIAP inh	APOBEC3G inh	SENP1 FRET inh	hIAP act	APOBEC3A inh	MIN6 prolif	mIAP activ	NALP3 yeast inh
Cc1cc(N2C(=O)C=CC2=O)c([N+](=O)[O-])cc1C
 : 6	-52	31	1	1.5	1	-6	0.94	-25
COC(=O)C(C)Sc1nc(N)c(NC(=O)c2ccco2)c(=O)[nH]1 (configuration not stated)
 : 1	4	-5	1	0.96	-6	0	0.99	-3
CN(CC(=O)Nc1ccc(Cl)cc1)C(=O)CNC(=O)c1ccc(Br)o1
 : 1	14	-3	0	0.86	2	-1	0.99	9
Clc1ccc(-c2csc(N3CCc4ccccc4C3)n2)cc1
 : -2	-6	0	-2	1.1	0	-3	1	11
COc1cc(C(=O)NCCOc2cc(C)cc(C)c2)c(Br)c(OC)c1OC
 : -11	2	-5	0	0.98	-1	-1	1.1	33
O=C1c2ccccc2C(=O)N1CCC(O)C[N+](=O)[O-] (configuration not stated)
 : -4	-7	0	1	1.1	6	-1	1	10
CCOC(=O)C1(Cc2ccccc2)CCN(Cc2cc(=O)c3ccccc3[nH]2)CC1
 : 1	13	-2	-2	0.87	-1	-2	0.99	-1
CCOC(=O)C1CCCCN1S(=O)(=O)c1ccc2c(c1)CC(C)N2C(=O)C1CCC1 (configuration not stated)
 : 3	-16	-6	0	1.2	-4	-1	0.97	1
COc1ccc(C(CNC(=O)c2oc3ccc(OC)cc3c2C)N2CCCC2)cc1 (configuration not stated)
 : 4	-5	-4	-7	1	-2	-5	0.96	25
COc1ccc(C(=O)NC(=S)Nc2ccc(S(=O)(=O)Nc3cc(OC)ncn3)cc2)cc1
 : 5	5	-3	1	0.95	-2	-3	0.95	5
Cc1ccc(C(F)(F)F)cc1NC(N)=S
 : 3	-7	-10	1	1.1	-6	-2	0.97	5
CCOc1ccc(S(=O)(=O)NCC(=O)N(C)Cc2cccnc2)cc1
 : 0	2	-5	2	0.98	1	-2	1	28
CCN1/C(=C2\C(=O)N(C)C(=S)N2C)C=Cc2cc(OC)ccc21
 : 3	5	1	-17	0.95	5	-2	0.97	8
COC(=O)c1sccc1-c1ccc(C(N)=O)o1
 : -8	-12	0	.	1.1	3	2	1.1	12
CCOc1ccc(CSC2=NCCN2)cc1Cl
 : 0	-12	-4	0	1.1	-2	-1	0.99	12
CCc1cccc(C)c1N1C(=O)CN(Cc2ccccc2)C1=S
 : 5	3	-5	1	0.97	-2	-7	0.95	18
CS(=O)(=O)c1ccc(-n2nnc3ccccc32)c([N+](=O)[O-])c1
 : 12	28	-7	0	0.72	-4	0	0.88	32
O=C(Cc1cccs1)N/N=C/C=C/c1ccco1
 : 29	-3	21	-5	1	39	-1	0.71	23
COc1ccc(C(=O)Nc2nc3c(s2)CCCC3)cc1S(=O)(=O)N1CCCc2ccccc21
 : 2	-9	-1	-1	1.1	0	-4	0.98	-2
COc1ccc(NS(=O)(=O)c2cccc(C(=O)NCC(c3cccs3)N3CCOCC3)c2)cc1 (configuration not stated)
 : 10	6	-7	1	0.94	-4	-3	0.9	11
Cc1ccc(NC(=O)c2cccc3c2C(=O)N(C2CCCCC2)C3)c(Cl)c1
 : 4	8	-8	0	0.92	-6	-7	0.96	10
O=C(NNC(=O)c1cccnc1SCc1cccc([N+](=O)[O-])c1)c1ccccn1
 : 16	-76	-13	3	1.8	-2	0	0.84	-4
Cc1ccc(CN(C)C(=O)C2CCC(=O)N(CCc3ccccc3)C2)o1 (configuration not stated)
 : -7	-21	-1	-3	1.2	-2	-2	1.1	12
CNc1cc(NS(=O)(=O)c2ccc(N)cc2)nc(NC)n1
 : 4	-2	2	-32	1	-1	-4	0.96	14
CCN(CC)c1ccc(C(=O)NNC(=O)CNC(=O)c2cccs2)cc1
 : 7	-4	-7	-1	1	0	4	0.93	13
O=C(CSCc1cccc(Br)c1)N1CCOCC1
 : 0	8	-2	1	0.92	1	-1	1	14
CCCc1nc2ccccc2n1CCc1ccccc1
 : 6	-4	-1	-2	1	0	-1	0.94	2
COC(/C=C/Nc1ccc(Cl)cc1)=C(C#N)C#N
 : 9	2	-5	-1	0.98	-2	-3	0.91	7
COc1ccc(CNC(=O)c2cc3ccccc3oc2=O)cc1
 : 2	12	-5	-1	0.88	-3	0	0.98	4
O=C(Cc1ccc([N+](=O)[O-])cc1)Nc1ccon1
 : 7	-21	-4	2	1.2	0	-1	0.93	1
CC(CN1C(C)CCCC1C)OC(=O)c1ccc(F)cc1 (configuration not stated)
 : 8	1	-8	0	0.99	6	-3	0.92	18
CN(CC(=O)N1CCCCCC1)S(=O)(=O)c1cccc2cccnc12
 : -8	-12	-4	-1	1.1	-1	-7	1.1	-20
COc1ccc(OC(C)C(=O)N(C)Cc2nc(-c3cccc(C)c3)no2)cc1 (configuration not stated)
 : -1	3	-14	0	0.97	6	1	1	19
CN(c1ccccc1)S(=O)(=O)c1ccc(C(=O)N2CCc3ccccc3C2)cc1
 : 3	-6	-7	3	1.1	-5	-3	0.97	-2
CCN(CC)C(=O)Oc1ccc2cc(Br)ccc2c1
 : 9	2	-9	1	0.98	-2	-2	0.91	37
O=C(COc1coc(CN2CCN(c3ccc(F)cc3)CC2)cc1=O)NCC1CCCO1 (configuration not stated)
 : -1	-8	-2	1	1.1	0	7	1	5
O=[N+]([O-])c1cc(C=Nc2ccc3ccccc3c2)ccc1Br
 : 6	3	-2	-4	0.97	-7	0	0.94	19
Brc1ccc(-c2nnc3ccc(Nc4ccccc4)nn23)cc1
 : -17	5	-11	.	0.95	-5	1	1.2	-10
NC(=O)Nc1ccc(C(=O)OCC(=O)Nc2ccc(Cl)cn2)cc1
 : 0	11	-3	1	0.89	2	2	1	9
CC1CCN(C(=O)CCCOc2cc(=O)n(C)c3ccccc23)CC1
 : -11	-4	-6	1	1	-1	-2	1.1	-9
CC1C(=O)Nc2ccccc2N1C(=O)c1ccc(Cl)cc1 (configuration not stated)
 : -3	-12	-10	-1	1.1	-2	-4	1	0
O=[N+]([O-])c1ccc2c(c1)C(N1CCOCC1)/C(=C/COc1ccc3ccccc3c1Br)O2 (configuration not stated)
 : 0	8	-5	2	0.92	2	-1	1	22
CCCN(CC(=O)Nc1ccccc1C)C(=O)c1ccc(N2CCCCCC2)c([N+](=O)[O-])c1
 : 18	-3	-9	-1	1	6	-4	0.82	-1
CCC[C@@H](CN1CCC[C@H]1CN1C(N)=NC[C@H]1CC(C)C)N1C[C@@H]([C@H](C)CC)N(CCc2ccc(Cl)c(Cl)c2)C1=N
 : -52	-30	2	0	1.3	0	-4	1.5	18
COc1ccc(C(=O)O/N=C(\N)c2ccccc2)cc1
 : -3	-11	0	5	1.1	3	-5	1	35
O=C(NCc1cccnc1)Nc1cccc(Cl)c1Cl
 : -14	-5	-2	-1	1.1	-1	-3	1.1	17
Cc1cccc(N/C(=N\S(=O)(=O)c2ccccc2)C(F)(F)F)c1
 : 1	-11	-5	0	1.1	-1	2	0.99	20
Nc1ccnc(=O)[nH]1
 : -4	-9	-6	2	1.1	-6	3	1	2
COC(=O)Cn1ccc2cc(S(=O)(=O)N3CCCCCC3)ccc21
 : 7	10	-4	1	0.9	-5	-2	0.93	9
COc1ccc2c(c1)OC[C@H]1[C@H]2N2C(=O)c3cc(C)ccc3NC(=O)[C@@]2(C)[C@H]1c1ccccc1
 : 8	-6	-6	-5	1.1	-4	-6	0.93	1
C#CCOCCOCCOCCNc1nc(N2CCN(C(=O)Cn3cc(CCCN=C(N)N)nn3)CC2)nc(N2CCN(C(=O)[C@H](CCCCN)n3cc(CCCC)nn3)CC2)n1
 : -18	5	-1	2	0.95	3	3	1.2	20
COc1c(O)ccc(/C=N\NC(=O)c2ccc3c(c2)OCO3)c1[N+](=O)[O-]
 : 6	2	-6	2	0.98	-7	-1	0.94	11
CC(C)=CCC[C@](C)(O)C1CC[C@]2(C)C1C(O)CC1[C@@]3(C)CCC(O)C(C)(C)C3C(O[C@@H]3OC(CO)C(O)C(O)C3O[C@@H]3OC(C)C(O)C(O)C3O)C[C@]12C (some centres not stated)
 : -12	-7	-5	5	1.1	1	-2	1.1	16
CCc1nc(NCc2ccco2)c2oc3ccccc3c2n1
 : 4	-2	-2	-2	1	0	-2	0.96	20
COc1c(O)c(O)c2oc(-c3ccccc3)cc(=O)c2c1OC
 : 16	3	-2	0	0.97	-1	3	0.84	42
CCN1CCN(c2ccc(S(=O)(=O)N3CCCCC3)cc2NC(=O)c2cccc(F)c2)CC1
 : 7	-4	-11	1	1	8	-1	0.93	12
Cc1ccc(NC(=O)c2ccc(OC(=O)COc3cccc(Cl)c3)cc2)cc1
 : 10	4	-1	-2	0.96	2	0	0.9	15
O=C1CCc2cc(S(=O)(=O)N3CCC(C(=O)Nc4nccs4)CC3)ccc2N1
 : -5	1	-7	0	0.99	-4	1	1.1	11
COc1ccc(S(=O)(=O)N2CCC3(CC2)OCCN3S(=O)(=O)c2ccc(C)cc2)cc1OC
 : -10	-10	22	1	1.1	3	4	1.1	26
COc1ccccc1C(=O)NCCN1CCN(C(=O)c2ccccc2OC)CC1
 : -1	11	0	-1	0.89	0	4	1	11

# Next structures
# Value order – mIAP inh	hIAP inh	APOBEC3G inh	SENP1 FRET inh	hIAP act	APOBEC3A inh	MIN6 prolif	mIAP activ	NALP3 yeast inh
Cc1ccccc1-c1noc(-c2ccc(O)cc2)n1
 : 10	8	5	4	0.92	2	-3	0.9	21
CC(C)/C=N/NC(=O)c1cc(Br)ccc1O
 : 7	10	-8	-2	0.9	-2	1	0.93	4
CCOC(=O)c1ccccc1NC(=O)Cc1ccccc1OC
 : 0	11	-6	1	0.89	-4	0	1	22
Cc1ccc(/C=N/n2c(C3CCCCC3)n[nH]c2=S)s1
 : 8	-19	-5	2	1.2	-5	1	0.92	19
CC(=O)N1C(=O)/C(=C2\SC(=S)N(NC(=O)c3ccc(O)cc3)C2=O)c2ccccc21
 : 30	-12	2	3	1.1	0	0	0.7	12
CC(=O)Nc1ccc(S(=O)(=O)NCCC(=O)N2CCc3ccccc32)cc1
 : -4	9	3	-1	0.91	9	-1	1	11
Cc1cnc(C(=O)OCC(=O)Nc2cc(-c3cc(C)c(C)cc3C)nn2-c2ccccc2)cn1
 : -3	-2	-2	-1	1	6	5	1	-1
Cc1cc(NC(=O)c2ccc(F)c(S(=O)(=O)N3CCCCC3)c2)no1
 : 8	-10	-7	2	1.1	-4	0	0.92	12

# The list is partial. The share of hits here may be higher or lower than overall.
